# Screens from PubChem.
# HepG2 viability = HepG2 cytotoxicity, counter-screen for TGF-b inhibitors | HepG2 CAGA-GFP viability, ATP luminescence, 18 h | Potency, µM (doses to about 46.1 µM), inactives show top-dose activity change, negative = cytotoxicity, hits mostly cytotoxic | hit rate 0.76% among 410,000; note: some results filed as inactive show a strong effect at the top dose
#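 HepG2 CAGA-GFP cells (1000/well, DMEM with 1% FBS) received compound, then TGF-beta at 500 pg/mL final, and were incubated 18 hours at 37 degrees C. Viability was read by CellTiter-Glo luminescence. Media-only wells were set as complete cell-killing and DMSO as no toxicity.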
# EPAC2 antagonist = antagonists of human EPAC2. Q8WZA2. EPAC2 GEF exchange of Rap1B-BODIPY-GDP, fluorescence. Potency, µM (top dose mostly 114 µM), inactives show top-dose activity, negative = inhibition, hits mostly inhibitors. hit rate 0.18% among 360,000. AID 720708; note: % is set by controls: 0 for no effect and ±100 for the full control effect; nearly all actives have a fitted effect of over 45% in size; many of its hits are not listed in these tables
# Target sequence (Q8WZA2 whole entry, looked up): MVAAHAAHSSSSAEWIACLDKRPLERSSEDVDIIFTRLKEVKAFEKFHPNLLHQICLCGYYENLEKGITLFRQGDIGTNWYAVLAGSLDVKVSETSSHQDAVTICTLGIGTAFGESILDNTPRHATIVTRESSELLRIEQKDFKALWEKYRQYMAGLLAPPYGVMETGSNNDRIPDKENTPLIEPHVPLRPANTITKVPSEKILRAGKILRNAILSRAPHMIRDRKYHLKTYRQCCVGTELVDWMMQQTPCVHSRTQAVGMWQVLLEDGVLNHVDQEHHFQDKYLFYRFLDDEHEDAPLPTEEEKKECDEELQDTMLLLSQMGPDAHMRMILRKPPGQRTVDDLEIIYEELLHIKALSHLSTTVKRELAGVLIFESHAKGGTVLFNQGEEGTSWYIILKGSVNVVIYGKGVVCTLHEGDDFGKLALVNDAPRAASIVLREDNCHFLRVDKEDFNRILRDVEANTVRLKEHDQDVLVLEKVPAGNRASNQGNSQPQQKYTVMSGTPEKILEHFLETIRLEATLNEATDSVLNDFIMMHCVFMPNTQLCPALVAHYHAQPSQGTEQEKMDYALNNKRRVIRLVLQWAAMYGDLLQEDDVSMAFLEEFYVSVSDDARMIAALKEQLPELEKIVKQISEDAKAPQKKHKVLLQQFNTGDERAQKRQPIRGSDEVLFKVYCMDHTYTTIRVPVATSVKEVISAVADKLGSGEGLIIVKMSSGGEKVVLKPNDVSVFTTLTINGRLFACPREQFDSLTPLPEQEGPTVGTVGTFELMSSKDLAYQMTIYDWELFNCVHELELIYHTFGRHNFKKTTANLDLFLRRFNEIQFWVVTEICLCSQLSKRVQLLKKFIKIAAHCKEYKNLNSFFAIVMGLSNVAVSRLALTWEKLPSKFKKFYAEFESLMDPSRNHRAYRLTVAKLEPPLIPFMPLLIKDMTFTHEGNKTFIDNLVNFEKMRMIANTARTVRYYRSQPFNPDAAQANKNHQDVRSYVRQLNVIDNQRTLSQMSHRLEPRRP
# Nrf2 inh = blocks Nrf2 signaling; A549 ARE-Fluc reporter, luciferase luminescence, 18-24 h; Potency, µM (top dose mostly 46 µM), for inactives: at the top dose activity change, negative = inhibition, usual class: inhibitors; hit rate 2.1% among 360,000; AID 504444; note: % is set by controls: 0 for no effect and ±100 for the full control effect; nearly all actives have a fitted effect of over 60% in size
#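 Quantitative HTS in A549 cells stably bearing an antioxidant response element-firefly luciferase construct. Inhibition of Nrf2-driven transcription was scored by luminescence after 18-24 h of compound exposure at 37 °C.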
# A549 tox = counter-screen for Nrf2 inhibitors: cytotoxicity in A549 cells. Potency, µM (titrated, usually from 46 µM), without a hit: top-dose activity change, negative = cytotoxicity, hits mostly inhibitors. hit rate 0.16% among 390,000. A549 ARE-Fluc cells, CellTiter-Fluor viability, 18-24 h; note: % is set by controls: 0 for no effect and ±100 for the full control effect
#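 Cytotoxicity counterscreen: CellTiter-Fluor fluorescence was measured in A549 ARE_Fluc cells after 18-24 h of compound exposure in a concentration series. The subsequent BugLite luminescent read reports ARE-luciferase activity.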
# Nrf2 activator = Nrf2 pathway activation. AREc32 ARE-luciferase reporter (MCF7-derived line), luminescence, 24 h. Potency, µM (doses to about 46.1 µM), without a hit: top-dose activation, usual class: activators. hit rate 0.31% among 410,000; note: % of control where 0% means no effect; nearly all actives have a fitted effect of over 65% in size
#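 Reporter line AREc32 (ARE-Fluc), seeded overnight in OPTI-MEM with 5% FBS; compound pin-transferred, 24 hr at 37 deg C, 5% CO2; luminescent read-out.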
# ATXN2 expr inh = inhibitors of ATXN2 expression; HEK-293 ATXN2-luciferase reporter, luminescence, 24 h; Potency, µM (series often up to 57 µM), for the others: at the top dose activity change, negative = inhibition, hits mostly inhibitors; hit rate 0.72% among 360,000; note: % is set by controls: 0 for no effect and ±100 for the full control effect; nearly all actives have a fitted effect of over 55% in size
#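 qHTS (up to 57 uM final) was run with 24 h compound exposure of reporter cells at 37 °C. Each well was multiplexed: SteadyGlo luminescence measured ATXN2-luciferase expression after a fluorogenic Gly-Phe-AFC viability readout (25 uM final).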
# TGFb inhibitor = blocks TGF-b signaling | HepG2 CAGA-GFP TGF-b/SMAD3 reporter, GFP fluorescence, 18 h; TGF-beta stimulated, 500 pg/mL final | Potency, µM (series often up to 46.1 µM), for the others: at the top dose activity, negative = inhibition, most hits filed as inhibitors | AID 588855 | hit rate 1.2% among 410,000; note: % is set by controls: 0 for no effect and ±100 for the full control effect; nearly all actives have a fitted effect of over 65% in size
#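 Per well, imaged GFP fluorescence of HEPG2 CAGA-GFP cells gives the signal; cells get compound, then TGF-beta (500 pg/mL final), 18 h at 37 degrees C; %Activity versus -TGF-beta and +DMSO controls.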
# S2 tox = viability counter-screen for ATXN expression inhibitors. S2 cells (HEK-293 line with an ATXN2-luciferase reporter) viability, CellTiter-Fluor protease fluorescence, 24 h. Potency, µM (doses to about 56.7 µM), most hits filed as cytotoxic. hit rate 0.49% among 400,000. AID 651635; note: nearly all actives have a fitted effect of over 40% in size
# MCF10A rereplic = induces DNA re-replication in MCF 10a normal breast cells; MCF 10A DNA re-replication, Hoechst nuclear intensity, 48 h; Potency, µM (titrated, usually from 46.1 µM), for inactives: at the top dose activity, positive = re-replication, actives largely listed as activators; hit rate 2.9% among 350,000; note: % of control where 0% means no effect; nearly all actives have a fitted effect of over 50% in size
# Starred values were filed as active, the others as inactive; i = inactive; ? = inconclusive; . = not tested or not shown; & = joins results of further samples; [ ] = another dose, or the depositor's remark. Calls come from the whole dose curve; as a rule, active = well fitted curve in the direction sought with a large enough effect; inconclusive = small, poorly fitted or top-dose-only effect, or another doubt; inactive = no such curve, though single readings can be large; an effect the other way counts as inactive or inconclusive. Potency is the fitted concentration of half-maximal effect. These rows are one share of the data; count on the stated rates, not on these rows.
# Under each structure: HepG2 viability | EPAC2 antagonist | Nrf2 inh | A549 tox | Nrf2 activator | ATXN2 expr inh | TGFb inhibitor | S2 tox | MCF10A rereplic
1. CCOc1ccc(S(=O)(=O)N(CC(=O)NCCc2ccc(OC)c(OC)c2)c2ccccc2)cc1
    -12.4% | . | ? | -11.1% | 0.1% | 5.3% | ? | i | .
2. CC(=O)OC1N=C(c2ccccc2Cl)c2cc(Br)ccc2NC1=O (centres undefined)
    -21.7% | -2.5% | 18.4% | -1.3% | -0.3% | -9.8% | 10.7% | i | 1.3%
3. Cc1cc(OCC(=O)NCc2ccc(S(N)(=O)=O)cc2)c2c3c(c(=O)oc2c1)CCC3
    1.0% | 5.5% | -4.7% | -11.4% | -1.2% | 5.7% | -0.8% | i | 3.9%
4. CCc1ccc(OCCCN=C(C)c2c(O)n(C)c(=O)n(C)c2=O)cc1
    -16.9% | -1.3% | ? | -1.7% | 2.8% | -7.0% | 5.7% | i | 18.9%
5. COc1ccc(C2/C=C\CN(C(=O)Oc3ccccc3)CC(=O)N2Cc2ccc(F)cc2)cc1 (centres undefined)
    -31.2%&-30.4% | -4.5% | -10.4%&-7.5% | -6.2%&1.7% | 0.1% | -7.0% | ? | i | 6.3%
6. CCN(CC)C(=O)c1ccc2c(c1)C1C=CCC1C(C(=O)O)N2 (centres undefined)
    -57.0% | 38.0%[activator] | -18.4% | -2.3% | 0.1% | . | 5.7% | i | 0.4%
7. Cc1nn(Cc2ccc(Cl)cc2Cl)c(Cl)c1C(=O)O
    -8.2% | -5.1% | 11.9% | 21.9% | 4.8% | . | 3.3% | i | 14.5%
8. COc1ccccc1OCCNC(=O)c1cc(=O)[nH]c2ccccc12
    -8.8% | 8.5% | ? | -15.6% | -1.1% | . | -6.2% | i | -0.1%
9. CCCCS(=O)(=O)N1CCN(C(=N)N[N+](=O)[O-])CC1
    -5.3% | -0.1% | 2.8% | 1.5% | -0.5% | 2.1% | -7.5% | i | 8.8%
10. Cc1cccc(CSc2nc3c(cc2C#N)CN(C)CC3)c1
    -1.8% | -4.2% | -27.7% | -7.9% | -0.7% | 1.6% | -21.4% | i | 3.2%
11. CCOc1ccccc1Oc1coc2cc(OC(=O)c3ccco3)ccc2c1=O
    -25.1% | 2.9% | ? | -0.1%[1.84 µM] | 1.1% | 9.0% | -0.2% | i | -8.0%
12. CC(C)CCNC(=O)c1c(N)n(CC2CCCO2)c2nc3ccccc3nc12 (centres undefined)
    -94.1% | ? | ? | -20.9% | -1.6% | -25.4% | ? | . | 2.31µM*
13. O=c1[nH]c(=O)n(Cc2ccccc2)c(O)c1C=NCCCO
    -1.1% | 5.3% | -6.4% | -4.1% | -0.6% | . | 44.3%[activator] | . | 2.0%
14. CCCCn1c(N)c(N(CCOC)C(=O)CN2CC=C(c3ccccc3)CC2)c(=O)[nH]c1=O
    0.1% | 5.2% | 9.7% | 1.9% | 0.5% | -1.0% | -12.8% | i | 1.2%
15. O=C(c1ccco1)c1cn(Cc2ccccc2)c2ccccc12
    10.7% | -15.4%[57.1 µM] | -20.6% | -2.0% | 4.6% | 31.6%[activator] | 8.8% | i | ?
16. Cc1ccc(-n2c(O)c(C=Nc3ccccc3N)c(=O)[nH]c2=O)cc1C
    -3.9% | 10.6% | . | -3.7% | 20.3% | 91.1%[activator] | ? | i | 11.1%
17. O=c1[nH]cnc2nc(-c3ccc(N(CCCl)CCCl)cc3)[nH]c12
    -23.4% | 5.1% | 16.3% | -8.1% | 10.5% | -27.2% | ? | ? | 14.6µM*
18. O=C(COc1ccccc1)N1CCN(C2CC3CCC2C3)CC1 (centres undefined)
    6.5% | -1.0% | 9.7% | -4.4% | -1.0% | 0.5% | 4.9% | i | -3.1%
19. CC(Cc1ccccc1)/[N+]([O-])=C\c1ccc(C(F)(F)F)cc1 (centres undefined)
    8.9% | -0.3% | ? | 15.8% | 0.5% | 11.9% | 1.3% | i | 13.7%
20. COc1ccc(-n2c(=O)[nH]c3ccccc3c2=O)cc1
    1.3% | 4.6% | 12.0% | -6.1% | 0.2% | 5.5% | 4.8% | i | -3.6%
21. CCN(CC)C(=O)Oc1cc2c(-c3cc4cccc(OC)c4o3)cc(=O)oc2cc1C
    -11.4% | 6.8% | -14.3% | -1.8% | -0.1% | -12.6% | 6.7% | ? | ?
22. Cn1cc(/C=C2\C(=O)NC(=O)N(c3ccccc3)C2=O)c2ccccc21
    0.8% | 43.8%[activator] | -6.2% | 1.9% | 0.6% | -19.5% | 1.6% | i | 29.4%
23. CCOC(=O)CNC(=O)N1Cc2cc(-c3cccc(F)c3)ccc2-n2nncc2C1
    1.0% | -9.4% | . | . | 0.9% | -9.4% | -27.6% | i | .

# One compound at a time (already shown).
# CCN(CC)C(=O)c1ccc2c(c1)C1C=CCC1C(C(=O)O)N2 (centres undefined) is listed with HepG2 viability: -57.0%; EPAC2 antagonist: 38.0%[activator]; Nrf2 inh: -18.4%; A549 tox: -2.3%; Nrf2 activator: 0.1%; ATXN2 expr inh: .; TGFb inhibitor: 5.7%; S2 tox: i; MCF10A rereplic: 0.4%
# Cc1cccc(CSc2nc3c(cc2C#N)CN(C)CC3)c1 is listed with HepG2 viability: -1.8%; EPAC2 antagonist: -4.2%; Nrf2 inh: -27.7%; A549 tox: -7.9%; Nrf2 activator: -0.7%; ATXN2 expr inh: 1.6%; TGFb inhibitor: -21.4%; S2 tox: i; MCF10A rereplic: 3.2%
# O=C(c1ccco1)c1cn(Cc2ccccc2)c2ccccc12 is listed with HepG2 viability: 10.7%; EPAC2 antagonist: -15.4%[57.1 µM]; Nrf2 inh: -20.6%; A549 tox: -2.0%; Nrf2 activator: 4.6%; ATXN2 expr inh: 31.6%[activator]; TGFb inhibitor: 8.8%; S2 tox: i; MCF10A rereplic: ?

# Five entries already listed, sorted by SMILES length, largest number first.
# Under each structure: HepG2 viability | EPAC2 antagonist | Nrf2 inh | A549 tox | Nrf2 activator | ATXN2 expr inh | TGFb inhibitor | S2 tox | MCF10A rereplic
3. Cc1cc(OCC(=O)NCc2ccc(S(N)(=O)=O)cc2)c2c3c(c(=O)oc2c1)CCC3
    1.0% | 5.5% | -4.7% | -11.4% | -1.2% | 5.7% | -0.8% | i | 3.9%
16. Cc1ccc(-n2c(O)c(C=Nc3ccccc3N)c(=O)[nH]c2=O)cc1C
    -3.9% | 10.6% | . | -3.7% | 20.3% | 91.1%[activator] | ? | i | 11.1%
17. O=c1[nH]cnc2nc(-c3ccc(N(CCCl)CCCl)cc3)[nH]c12
    -23.4% | 5.1% | 16.3% | -8.1% | 10.5% | -27.2% | ? | ? | 14.6µM*
6. CCN(CC)C(=O)c1ccc2c(c1)C1C=CCC1C(C(=O)O)N2 (centres undefined)
    -57.0% | 38.0%[activator] | -18.4% | -2.3% | 0.1% | . | 5.7% | i | 0.4%
8. COc1ccccc1OCCNC(=O)c1cc(=O)[nH]c2ccccc12
    -8.8% | 8.5% | ? | -15.6% | -1.1% | . | -6.2% | i | -0.1%
